Assay outcomes: PubChem, The Scripps Research Institute Molecular Screening Center
S1P3 antag: antagonists of human S1P3 receptor. inhibition, % at 4.98 µM. AID 485. 170,000 compounds, 0.27% hits. CHO S1P3 NFAT-BLA reporter, FRET fluorescence, antagonist mode;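 active means inhibition above the plate cutoff, the mean inhibition of test wells on that plate plus 3 SD, cut at about 28% in these data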;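 further: cells challenged with S1P at its EC80 of 0.8 µM; blue over green emission ratio from cleaved BLA substrate after 4 h stimulation; 0% = S1P-stimulated wells and 100% = unstimulated DMSO-only wells; some compounds past the cut are filed as inactive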
Target sequence (Q99500 whole entry, looked up): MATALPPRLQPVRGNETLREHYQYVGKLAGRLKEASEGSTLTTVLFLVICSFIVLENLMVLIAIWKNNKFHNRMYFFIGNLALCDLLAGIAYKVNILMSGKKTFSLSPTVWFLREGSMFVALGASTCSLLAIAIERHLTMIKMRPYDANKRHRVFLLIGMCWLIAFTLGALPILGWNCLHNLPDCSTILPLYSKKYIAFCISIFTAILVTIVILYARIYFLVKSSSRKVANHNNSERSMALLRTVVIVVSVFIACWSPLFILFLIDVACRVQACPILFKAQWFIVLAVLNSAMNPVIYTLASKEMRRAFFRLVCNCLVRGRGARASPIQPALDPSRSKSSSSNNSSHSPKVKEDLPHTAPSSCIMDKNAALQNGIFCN
Starred values were filed as active, the others as inactive.

S1P3 antag | molecule
-5.8 | COc1cc(/C=N\NC(=O)c2ccccc2F)ccc1Oc1ccc([N+](=O)[O-])cn1
-12.3 | Nc1nc(NCC2CCCO2)nc(Nc2cccc(Cl)c2)c1[N+](=O)[O-] (stereo not drawn)
3.1 | Cc1cccc(OCc2nnc(SCC(=O)N3c4ccccc4CCc4ccccc43)o2)c1
-6.2 | Oc1ccccc1OCCOc1ccccc1OCCOc1ccccc1O
-3.0 | CCOC(=O)CN(C(=O)COc1nc(-c2ccccc2)cc(C)c1C#N)c1cccc(OC)c1
-2.1 | CCC(C)(C)C1CCc2[nH]nc(C(=O)NN)c2C1 (stereo not drawn)
11.8 | CC(C)C(NC(=O)c1ccc(C(C)(C)C)cc1)C(=O)NCC(c1ccccc1)N(C)C (stereo not drawn)
-2.3 | COc1ccc(N(CC(=O)N2CCN(Cc3ccc4c(c3)OCO4)CC2)S(=O)(=O)c2ccc(F)cc2)cc1
5.4 | O=[N+]([O-])c1cccc(/C=N/n2cnnc2)c1
-11.8 | C/C(Cc1ccccc1)=N\NC(=O)CNC(=O)c1ccc2c(c1)OCCO2
5.7 | CC12CCC(C1)C(C)(C)C2OC(=O)c1ccccc1C(=O)O (stereo not drawn)
-1.2 | COc1ccc(CCNC(=O)Cn2ccc3c(OC)cccc3c2=O)cc1OC
2.9 | CCOC(=O)c1cc(=O)c2ccc(OCC(=O)Nc3ccc(F)cc3)cc2o1
2.0 | CN(NC(=O)c1ccccc1Cl)c1ncc(C(F)(F)F)cc1Cl
0.2 | COc1ccc(NC(=O)/C(C#N)=C/c2ncc([N+](=O)[O-])n2C)c(OC)c1

Next compounds follow:
S1P3 antag | molecule
-4.5 | CC(CC(=O)O)n1nnc2ccccc21 (stereo not drawn)
12.7 | COc1ccc(C(CCNCc2ccc(N(C)C)cc2)C(C)C)cc1 (stereo not drawn)
2.4 | Cc1c(NC(=O)c2cc3c(=O)n4ccccc4nc3s2)c(=O)n(-c2ccccc2)n1C
-47.7 | COc1cccc(C(=O)Nc2nnc(-c3ccc(F)cc3)o2)c1
1.0 | N#C/C(=C(/O)COC(=O)COc1cccc(Br)c1)c1nc2ccccc2[nH]1
-9.1 | CCCN1C2CCCC1CC(NC(=S)Nc1cccc(C)c1C)C2 (stereo not drawn)
-13.8 | COc1cc(NC(=O)CSc2cc(C)c3cc(C)cc(C)c3n2)c(C(=O)O)cc1OC
-7.0 | CN(C)S(=O)(=O)c1cccc(NC(=O)COC(=O)COc2ccc(Br)cc2)c1
12.0 | COc1ccc(C2=CC(=O)C=CC2=O)cc1
-9.0 | COc1ccc(CC(=O)NNC(=O)c2c(-c3ccccc3Cl)noc2C)cc1OC
20.2 | Cc1ccc(S(=O)(=O)N2CCOCC2)cc1C(=O)N1CCN(S(=O)(=O)c2cccs2)CC1
3.7 | O=C(COc1ccc2ccc(=O)oc2c1)c1ccccc1
3.6 | CCc1nc(NC(C)(C)C)c2cnn(-c3ccccc3)c2n1
-34.3 | Cc1ccc(S(=O)(=O)N(C)CC(=O)OCC(=O)Nc2ccccc2)cc1
0.5 | COc1ccc(N=Nc2c(N)n[nH]c2N)cc1

(next part)
S1P3 antag | molecule
5.0 | CSCCOC(=O)COc1ccc(/C=N/NC(=O)c2c(Cl)cnn2C)cc1
-3.4 | CC1(C)CC(=O)c2c(S(C)(=O)=O)sc(Br)c2C1
9.0 | Cc1[nH]c(=O)[nH]c(=O)c1/C=N/NC(=O)CCCCCNC(=O)OC(C)(C)C
2.7 | O=C(COC(=O)c1cc(=O)[nH]c2ccccc12)c1ccc(Br)cc1
-19.1 | O=C(Cn1cnc2c(nnn2Cc2ccc(F)cc2)c1=O)Nc1ccccc1
-0.9 | CC(=C1C(=O)c2ccccc2C1=O)N1CCN(c2ccc(F)cc2)CC1
-8.2 | CC1(C)C(=O)OC(c2ccccc2)C(C)(C)C1=O (stereo not drawn)
4.5 | COc1ccc(C(=O)N/C(=C\c2cn(C)c3ccccc23)C(=O)OCCN(C)C)cc1
1.3 | CC(=O)N1N=C(c2ccc(C)cc2)CC1c1ccc2c(c1)OCO2 (stereo not drawn)
-0.1 | Cc1nc2ccccc2nc1NS(=O)(=O)c1ccc(N)cc1
-34.6 | Cc1[nH]nc(N=Cc2c(O)n(C)c(=O)n(C)c2=O)c1-c1ccccc1
-4.6 | Cn1cnnc1SCC(=O)Nc1cc(S(=O)(=O)N2CCCCC2)ccc1Cl
-4.0 | COc1cc(/C(C)=N/NC(=O)CSc2nc3ccccc3[nH]2)ccc1O
-6.7 | Oc1ccccc1/C=N/NC(=S)NC1CC2C=CC1C2 (stereo not drawn)
-2.4 | Cc1ccc(S(=O)(=O)CCN2CCC(n3cccc3)CC2)cc1

Next section.
S1P3 antag | molecule
-9.0 | CC(C)OP(=O)(c1ccc(N(C)C)cc1)C(Nc1ccccc1)c1ccccc1 (stereo not drawn)
-0.9 | O=C(/C=C/C=C/c1ccccc1)c1ccco1
-3.1 | N/C(=N\O)c1cccc(CS(=O)(=O)c2ccccn2)c1
3.1 | CN(C)c1cccc2c1c(NC(=O)Nc1ccccc1)nn2C
-1.4 | Cn1c(=O)c2[nH]c(CNc3ccc(C(=O)O)cc3)nc2n(C)c1=O
-7.4 | CC(=O)NC(=S)Nc1ccc(S(=O)(=O)Nc2ncccn2)cc1
-0.6 | Cc1ccc(S(=O)(=O)N(C)C)cc1NC(=O)c1sccc1Cl
19.4 | Cc1ccc(C(O)P(=O)(OCc2ccccc2)c2ccc(N(C)C)cc2)cc1 (stereo not drawn)
-9.0 | C=C1C(C(=O)Nc2ccc(OC)cc2)C1C(=O)Nc1ccc(OC)cc1 (stereo not drawn)
9.6 | CCOC(=O)c1cc(C#N)c(N2CCNCC2)nc1C(F)(F)F
0.4 | CCCC1c2ccsc2CCN1C(=S)NC (stereo not drawn)
-0.8 | CCN(CC)C(=O)Oc1cc(COC)nc(-c2ccccc2)n1
2.7 | CCOC(=O)C1=NNC2(CC(=O)N(c3cccc(C)c3)C2=O)C1 (stereo not drawn)
-1.1 | Cc1ccc(NC(=O)COC(=O)[C@@H]2CCCN2C(=O)c2cccs2)cc1S(=O)(=O)N(C)C
4.9 | COc1ccc(CN2CCNC(=O)C2CC(=O)NCCc2nc(C)c(C)s2)c(OC)c1 (stereo not drawn)

(next part)
S1P3 antag | molecule
6.3 | Cc1ccc(C(=O)Nc2nc(-c3ccccn3)cs2)o1
-19.1 | O=C(Nc1ccc(F)cc1F)Nc1ccccc1C(=O)NCCN1CCNC1=O
-6.6 | COC(=O)c1[nH]c2ccccc2c1NC(=O)C(C)N1CC(C)OC(C)C1 (stereo not drawn)
-9.6 | Clc1ccc2nc(CSc3nnc(-c4c[nH]c5ccccc45)o3)cn2c1
2.2 | COc1ccc(/C=C2\N=C(c3ccccc3)N(c3ccc(C(=O)O)cc3)C2=O)cc1OC
0.8 | COc1ccc2nc(C)cc(SCC(NC(C)=O)C(=O)OC(C)C)c2c1 (stereo not drawn)
-7.0 | NC(=S)N/N=C/c1cn(CCC(=O)O)nc1-c1cccc(Br)c1
-9.7 | Nc1ncnc(Nc2c(F)cccc2F)n1
2.9 | CCN(CC)C(=N)/C(C#N)=N/Nc1ccc(C)cc1
-6.0 | O=c1cc(CCl)nc2scc(-c3ccccc3)n12
-4.4 | CCOC(=O)N1CCN(c2ccccc2OC)CC1
-15.1 | O=C(CSc1ccc2nnc(-c3ccc(Cl)cc3)n2n1)N1CCCC1
-9.5 | COc1ccc(NC(=S)Nc2cccc(C)n2)cc1
3.4 | COc1cc(/C=N/Nc2nc(=O)[nH]nc2C)ccc1O
8.7 | Cc1cc(=O)nc2c3ccccc3n(CC(=O)Nc3ccccc3Br)n12

(listing goes on)
S1P3 antag | molecule
-8.9 | COc1ccc2c(-c3ccccc3)cc(SCC(N)=O)nc2c1
16.4 | Cc1cccc(C)c1-n1c(=O)n(Cc2ccccc2)c(=O)c2[nH]cnc21
13.0 | Cc1cc(C(=O)N/N=C/c2ccccc2)c(C)o1
-4.3 | S=c1[nH]cc(-c2ccccc2)[nH]1
7.6 | O=C(CCCn1c(SCc2cc(=O)n3cc(Cl)ccc3n2)nc2ccccc2c1=O)NCC1CCCO1 (stereo not drawn)
-11.9 | O=C(CN1C(=O)C(=O)N(Cc2ccco2)C1=O)c1c[nH]c2ccccc12
11.8 | CCN(CC)Cc1ccccn1
10.3 | Cc1cccn2c(=O)c3cc(S(=O)(=O)c4ccc(F)cc4)c(=N)n(Cc4ccco4)c3nc12
-15.1 | COc1ccccc1C1=NOC(Cn2c(NCCCO)nc3c2c(=O)n(C)c(=O)n3C)C1 (stereo not drawn)
-0.9 | COc1c(C(=O)NNC(=O)c2ccccc2Cl)csc1Br
3.0 | Cc1oc(-c2ccc(Cl)cc2)cc1C(=O)NC1CCN(Cc2ccccc2)CC1
-7.4 | CC(C)C(=O)Nc1csc(C(F)(F)F)c1-c1ccccc1
-0.9 | O=C(c1cc2ccccc2o1)N1CC=C(c2ccccc2)CC1
-12.7 | Clc1ccc(-c2noc(/C=C/c3ccccc3)n2)cc1
-10.4 | Cc1cc(Cl)ccc1N=Cc1c(O)n(C)c(=O)n(C)c1=O

Another view of part of the listing above:
compound: CCN(CC)Cc1ccccn1
  S1P3 antag = 11.8

compound: Cc1cc(Cl)ccc1N=Cc1c(O)n(C)c(=O)n(C)c1=O
  S1P3 antag = -10.4

compound: O=C(c1cc2ccccc2o1)N1CC=C(c2ccccc2)CC1
  S1P3 antag = -0.9

compound: Clc1ccc(-c2noc(/C=C/c3ccccc3)n2)cc1
  S1P3 antag = -12.7

More structures:
S1P3 antag | molecule
-19.3 | Cc1cc(C(=O)Nc2ccc3[nH]ccc3c2)no1
8.7 | S=c1[nH]nc(-c2cccnc2)n1/N=C/c1ccccc1
2.8 | CC(C)Oc1ccc(C2CC(=O)N(c3cccc(Br)c3)C2=O)cc1 (stereo not drawn)
-0.6 | CCCCn1c(=NC(C)=O)c(C#N)cc2c(=O)n3cccc(C)c3nc21
20.1 | Cc1ccc2c(c1)cc(CN(Cc1ccccc1)C(=O)N(C)C)c1nnnn12
-34.1 | CC(CC(=O)O)NCC1COc2ccccc2O1 (stereo not drawn)
2.5 | COc1ccc(N=N/C(C(C)=O)=C(/C)O)cc1
6.4 | CCc1c(C(C)=O)oc2ccc3c(C)cc(=O)oc3c12
-6.7 | COc1ccc(Cl)cc1-c1nc(SCC(N)=O)n[nH]1
-4.9 | O=C(NC(Cc1ccccc1)c1nc2ccccc2[nH]1)c1cccc([N+](=O)[O-])c1 (stereo not drawn)
10.0 | O=C(c1c(Cl)cccc1Cl)N1CCN(c2cccc3[nH]ccc23)CC1
13.6 | CN(CC(=O)Nc1ccc([N+](=O)[O-])cc1Br)Cc1c(F)cccc1Cl
-3.0 | CCC(O)CNc1nc(-n2nc(C)cc2C)nc2sc3c(c12)CCCC3 (stereo not drawn)
16.6 | CCCCCCCN1C2=NCCN2c2ccccc21
-21.0 | CCOc1ccc2[nH]c(=O)c(CN(C(=O)N3CCOCC3)C3CC3)cc2c1

The list goes on:
S1P3 antag | molecule
-1.6 | CSCCC(N=C(NS(=O)(=O)c1ccccc1)c1ccccc1)C(=O)O (stereo not drawn)
-10.3 | Cc1ccc(NC2=NC(c3ccc(F)cc3)n3c(nc(C)cc3=O)N2)cc1 (stereo not drawn)
-2.1 | CCCCNC(=O)C(=O)NCc1ccncc1
-21.4 | O=C(COC(=O)c1cc(-c2ccccn2)nc2ccccc12)Nc1ncc(C(F)(F)F)cc1Cl
3.2 | O=C(Nc1ccc(F)cc1)N1CCCN(c2nccc(C(F)(F)F)n2)CC1
3.3 | COc1cc2c(cc1N/C=C(\C#N)c1nc(-c3ccc(F)cc3)cs1)oc1ccccc12
12.6 | CCOC(=O)Cc1csc(NC(=O)/C=C/c2ccc(Cl)cc2)n1
-10.1 | CCN1CCCC1CNCc1ccc(OCc2ccc(Cl)nc2)c(OC)c1 (stereo not drawn)
1.3 | COc1ccc2c(c1)[nH]c1c(=O)n(CCN3CCOCC3)cnc12
-12.7 | CCN1/C(=C2\C(=O)N(C)C(=S)N2c2ccccc2)C=Cc2ccccc21
8.4 | CC(C)Cc1cc(CN2CCC(CO)(Cc3ccccc3)CC2)[nH]n1
6.8 | Cc1ccc(OCc2ccc(C(=O)NN)o2)cc1C
0.6 | CC1CC(C)CN(C(=O)CSCC(=O)O)C1 (stereo not drawn)
-3.7 | CCOC(=O)c1ccc(S(=O)(=O)N(CCO)Cc2cc3cc(OC)c(OC)cc3[nH]c2=O)cc1
-2.1 | N=C1C(c2nc(-c3ccc(Cl)cc3)cs2)=C(O)CN1NC(=O)c1ccc(O)cc1

4 structures from above, sorted by count of non-hydrogen atoms, smallest number first:
S1P3 antag | molecule
-2.1 | CCCCNC(=O)C(=O)NCc1ccncc1
6.8 | Cc1ccc(OCc2ccc(C(=O)NN)o2)cc1C
1.3 | COc1ccc2c(c1)[nH]c1c(=O)n(CCN3CCOCC3)cnc12
3.2 | O=C(Nc1ccc(F)cc1)N1CCCN(c2nccc(C(F)(F)F)n2)CC1

Additional structures:
S1P3 antag | molecule
-7.4 | CC[C@]12CCCN3CCc4c(n(c5ccccc45)C(=O)C1)C32 (stereo partly drawn)
1.1 | Cn1c(SCC(=O)c2ccc(F)cc2)nnc1-c1ccccn1
7.7 | CCOC(=O)C1=C(C)NC(C)=C(C(=O)OCC)C1c1ccc(C)o1
-9.4 | Cc1ccccc1OCC(=O)Nc1nnc(-c2ccncc2)s1
-4.3 | CC(=O)Nc1ccc(S(=O)(=O)Nc2nc3ccccc3nc2Nc2cccc(O)c2)cc1
-9.9 | O=C(Nc1cc(S(=O)(=O)N2CCCCC2)ccc1N1CCCCC1)C1CC1
8.2 | CC(=O)CCc1oc2ccccc2c1-c1ccccc1
16.9 | Cc1oc(-c2cccs2)nc1CS(=O)CC(=O)NCc1ccc2c(c1)OCO2 (stereo not drawn)
7.7 | O=C(c1ccccn1)C1CCCN(Cc2nc(Cc3cccc(F)c3)no2)C1 (stereo not drawn)
3.6 | Oc1ccccc1N1CCN(c2nc(-c3cccs3)nc3ccccc23)CC1

An excerpt; count on the stated rates, not on these rows.
